MRP-1 activ – activators of MRP-1. H69AR cells + doxorubicin, viability rescue, CellTiter-Glo. viability increase, % at 10 µM. 140,000 tested, 0.61% active;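 active means viability gain under doxorubicin at or above a set limit, the compound median plus 3 SD, cut at about 4.7% in these data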;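 further: MRP-1 overexpressing cells given doxorubicin 25 µM after compound pretreatment; 18-22 h compound pretreatment then 72 h with doxorubicin before readout; 0% = doxorubicin-only wells and 100% = vehicle-treated cells without doxorubicin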
HCT116 PTEN-null – suppresses growth of cells with PTEN deletion; viability, % at 10 µM; AID 827; HCT116 PTEN-null viability, CellTiter-Glo, 60 h; active compounds read low; 140,000 tested, 1.2% active;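 active means viability at or below a set limit, 4 SD under the median of all tested compounds, cut at about 3.7% in these data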;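 further: PTEN knockout HCT116 line with beta catenin targeted HCT116 as companion control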
BB579 growth dn – reduces growth of yeast BB579 in restrictive medium | S. cerevisiae BB579 growth, OD615, 48 h | inhibition, % at 10 µM | 140,000 tested, 0.51% active;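 active means inhibition above a set limit, 3 SD over the mean compound inhibition, cut at about 44% in these data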; further: inactives centre near -24
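Assay system – yeast BB579 (DeaD) · Dosing – single compound dose of 10 µM, 0.25% DMSO final · Detection – OD615 turbidity measurement · Buffer or medium – CSMM-D restrictive synthetic medium containing dextrose (glucose) · Benchmarks – positive control amphotericin B 10 µg/mL · Incubation – 48 h exposure, 30 °C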
Yeast lifespan up – extends the lifespan of yeast; AID 775; S. cerevisiae growth with nicotinamide, OD615; deaD strain in restrictive glucose medium; inhibition of the nicotinamide effect, % at 10 µM; 130,000 tested, 0.68% active;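 active means inhibition above a set limit, placed 3 SD over the median of all compounds, cut at about 26% in these data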;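 further: 0% = nicotinamide-treated wells and 100% = cells grown without nicotinamide; some compounds called inactive have numbers as strong as hits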
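Assay system: engineered S. cerevisiae DeaD replicative-lifespan strain, galactose-grown log-phase cells; medium: restrictive CSMM-D dextrose medium; also added: nicotinamide, 1.5 mM, co-present with compound; schedule: 48 h compound exposure at 30 °C, humidified; detection: absorbance at 615 nm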
GALR2 antag – blocks the human galanin receptor 2 | O43603 | GALR2-expressing cells, antagonist mode | inhibition, % at 4 µM | 140,000 tested, 0.39% active; in the data active means inhibition above about 27%;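 further: cells stimulated with galanin 1-16 at roughly its EC80; 0% = agonist challenge control and 100% = basal control without agonist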
Target sequence (O43603 whole entry, looked up): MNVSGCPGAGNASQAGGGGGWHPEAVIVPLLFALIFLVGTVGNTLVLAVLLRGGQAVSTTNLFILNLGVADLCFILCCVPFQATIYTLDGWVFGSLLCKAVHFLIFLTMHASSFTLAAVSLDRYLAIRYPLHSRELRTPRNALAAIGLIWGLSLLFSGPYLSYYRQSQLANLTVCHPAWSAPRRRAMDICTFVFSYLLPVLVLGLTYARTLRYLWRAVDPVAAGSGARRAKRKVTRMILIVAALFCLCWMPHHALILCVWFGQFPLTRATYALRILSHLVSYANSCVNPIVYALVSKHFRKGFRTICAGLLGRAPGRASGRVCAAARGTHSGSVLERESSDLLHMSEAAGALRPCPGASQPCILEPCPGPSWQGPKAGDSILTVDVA
Phagocyt inh – blocks phagocytosis by macrophages; J774A.1 macrophage IgG-bead phagocytosis, imaging; inhibition, % at 5 µM; 110,000 tested, 0.07% active; AID 1029;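 active means inhibition above the mean of the plate negative controls plus 5 SD, cut at about 13% in these data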;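 further: phagocytic index as fraction of beads internalized from green versus red external bead signal; plate controls were DMSO negative control for no effect and cytochalasin-D positive control for full effect; some results beyond the cut were filed as inactive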
bCat KO growth – beta-catenin-lacking colon tumor cell growth suppression; 140,000 tested, 1.5% active; viability, % at 10 µM; HCT116 beta-catenin knockout viability, CellTiter-Glo, 60 h; active compounds read low;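 active means viability at or under a set limit, the compound median less 4 SD, cut at about 6% in these data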;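 further: 0% = Hyamine 1622 control at 20 µM and 100% = untreated cell control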
Measles CPE – protection of cells from measles virus; Measles virus-infected cells, CPE protection, absorbance; protection (pct of control), % at 4 µM; 140,000 tested, 1.5% active; AID 841; in the data active means protection mostly above about 24%, no sharp cut-off; inactive means mostly below about 26%; further: some compounds called inactive have numbers as strong as hits
NPY Y2 blocker – NPY-Y2 (human) receptor antagonism | P49146 | NPY-Y2 expressing cells, antagonist mode | inhibition, % at 2.7 µM | 140,000 tested, 0.99% active | AID 793; in the data active means inhibition above about 17%;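 further: 0% = vehicle with agonist challenge and 100% = reference antagonist with challenge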
Target sequence (P49146 whole entry, looked up): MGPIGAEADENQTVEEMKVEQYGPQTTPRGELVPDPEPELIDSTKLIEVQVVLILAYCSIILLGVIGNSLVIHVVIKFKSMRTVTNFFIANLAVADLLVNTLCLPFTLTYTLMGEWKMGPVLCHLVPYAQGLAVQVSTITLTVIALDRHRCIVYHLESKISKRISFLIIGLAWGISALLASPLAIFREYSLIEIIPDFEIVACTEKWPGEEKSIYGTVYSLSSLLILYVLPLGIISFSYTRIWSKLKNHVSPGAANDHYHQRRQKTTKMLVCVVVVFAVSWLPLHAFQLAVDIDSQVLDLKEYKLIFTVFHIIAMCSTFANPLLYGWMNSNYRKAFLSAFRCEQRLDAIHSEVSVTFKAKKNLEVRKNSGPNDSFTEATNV
E-sel TNF inh – TNF alpha driven E-selectin expression inhibition | HUVEC TNFa-induced E-selectin immunofluorescence, high content | inhibition, % at 2 µM | 120,000 tested, 0.71% active | AID 1246;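 active means inhibition above the batch mean plus 3 SD, and confirmed as a hit on visual image review, cut at about 43% in these data; inconclusive means passes the inhibition cutoff but fails visual image review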;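 further: 0% = TNF-stimulated DMSO wells and 100% = unstimulated control wells; not every result past the cut was called active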
An asterisk follows results filed as active; ? = inconclusive; . = no result given.

Molecule	MRP-1 activ	HCT116 PTEN-null	BB579 growth dn	Yeast lifespan up	GALR2 antag	Phagocyt inh	bCat KO growth	Measles CPE	NPY Y2 blocker	E-sel TNF inh
COc1cc(C(=O)N(Cc2cc3cc(C)ccc3[nH]c2=O)CC2CCCO2)cc(OC)c1OC (stereo not given)	-0.5	97	-37	-3	10	-1	112	8	3	-1
O=C(CN1C(=O)NC2(CCCCCC2)C1=O)NCc1cccs1	0.1	102	-9	7	1	2	97	19	-3	.
Cc1ccc(OCc2nnc(SCC(=O)c3ccccc3)n2-c2ccccc2)cc1	-2.6	74	-35	.	4	.	79	11	5	-15
Cc1cc(C)c(C(N)=O)c(Nc2ccc3c(c2)OCCO3)n1	-1.7	104	-16	-6	-11	.	93	3	1	-42
CCn1c(CNC(=O)COC)nc2ccccc21	-0.5	102	-15	-3	-6	-1	102	26	-2	11
O=C(Nc1ccccc1Cc1ccccc1)C1CC(=O)N(c2ccc3c(c2)OCCO3)C1 (stereo not given)	-0.1	107	-28	-8	-10	-1	98	6	-3	-15
COCCCn1nnnc1SCC(=O)N1CCCC1	-0.1	104	-9	-19	4	.	93	6	-1	2
COc1ccc(CCNC(=O)c2ccc(CNS(=O)(=O)c3cc(C)ccc3C)cc2)cc1OC	-1.2	60	-48	-13	-3	1	63	0	0	-14
Cc1cccc2cc(C#N)c(SCC(=O)NCc3cccs3)nc12	-1.9	95	-13	3	12	-12	91	16	0	-8
Cc1ccc(NC(=O)NC2(C(=O)NCc3ccco3)CCCCC2)cc1	0.4	76	-8	-3	-5	2	82	1	3	0
C=CCSc1n[nH]c(-c2ccc(OCCCC)cc2)n1	-0.3	93	-20	-6	-4	0	98	2	-1	-11
CCOc1ccc(NS(=O)(=O)c2ccc3c(c2)CCN3C(=O)CCC(=O)O)cc1	-0.6	90	21	-5	10	.	96	11	1	?
O=C1c2cccc3cccc(c23)N1CN1CCN(c2ccccn2)CC1	-1.2	89	-14	-15	6	-1	91	3	4	14
O=C(CN(c1cccc([N+](=O)[O-])c1)S(=O)(=O)c1ccccc1)NCc1ccccc1	-1.6	104	-25	3	4	-2	91	14	-1	-20
CC(=O)Nc1cc(C(=O)N2CCCC2)ccc1Sc1ccc(C)cc1	-1.0	116	-59	2	8	0	104	10	2	1
CCCCn1c(SCC(=O)NC(C)(C)C)nnc1-c1ccco1	-0.2	96	-38	-5	-3	-2	111	4	-1	13
COC(=O)c1[nH]c2ccc(F)cc2c1NS(=O)(=O)c1ccc(OC)cc1OC	-3.8	82	-37	-21	3	0	78	2	-1	24
N#Cc1nc(COc2cccc(Cl)c2)oc1N1CCN(c2ccccc2)CC1	4.0	74	-40	1	-6	-2	89	3	25*	10
Cc1ccccc1C(=O)NC1CCN(C(=O)N2CCOCC2)CC1	2.8	106	-18	.	-3	.	94	3	0	31
Cc1ccc(C)n1NC(=O)c1cccc(Cl)c1	0.3	93	-6	-13	-5	-1	90	10	-2	17
COC(=O)c1c(NC(=O)/C=C/c2ccco2)sc2c1CCC2	-2.9	88	-31	-3	-3	-5	86	5	3	.
COC(=O)c1ccc(C)c(NC(=O)CCSc2ccc(C)cc2)c1	-1.6	84	-18	-1	-9	-6	91	5	3	-17
COc1ccc(NC(=O)COC(=O)c2ccc(OCc3ccccc3Cl)c(OC)c2)c(OC)c1	-3.3	71	4	-2	-1	-1	76	5	2	-15
Cc1cccc(-n2c(N)c(C(=O)NCCN3CCOCC3)c3nc4ccccc4nc32)c1	-4.6	78	19	-25	0	0	82	13	8	2
CCN(/C=N/c1sc2c(c1C#N)CCCCC2)CC	-0.3	63	-18	-5	9	.	60	18	8	18
COCCn1c(=NC(=O)CN2C(=O)CCC2=O)sc2cc(S(N)(=O)=O)ccc21	1.2	92	-58	2	-5	-2	90	4	2	-7
Cc1ccc(NC(=O)c2sc(Cl)nc2-c2ccccc2)cc1	-1.8	84	-29	-9	-10	-2	84	6	4	5
N#Cc1c2n(c3c(=O)n(Cc4ccccc4Cl)cnc13)CCCC2	-1.4	83	-36	6	-5	0	82	26	-2	.
O=S(=O)(c1cccc2cccnc12)N1CCN(Cc2ccc3c(c2)OCO3)CC1	0.0	98	-4	-9	-2	-1	93	3	6	.
Cc1ccc(S(=O)(=O)N2CCN(C(=O)CN3CCOCC3)C2C(C)C)cc1 (stereo not given)	-0.7	97	-39	-6	1	-1	91	10	1	-6
O=C(/C=C/c1ccc(Br)cc1)c1ccc(NC(=O)c2ccco2)cc1	-4.8	2.1*	-25	0	-4	-3	1.8*	25	1	.
COc1ccc(C(=O)/C=C/c2ccc(OC)c(CN3CCOCC3)c2)cc1	-4.5	14	6	4	2	-9	12	19	2	.
CC(=O)Nc1cccc(OCC(O)Cn2cnc3ccccc32)c1 (stereo not given)	-0.4	100	-17	-14	2	-1	92	19	2	-52
CCC(C(=O)OCC(=O)Nc1c(Cl)cccc1Cl)c1ccccc1 (stereo not given)	-0.4	99	-5	-1	1	.	94	3	6	-23
COc1ccc(NC(=O)C(NC(C)=O)C(=O)NCc2ccccc2OC)cc1 (stereo not given)	0.1	90	-13	-8	5	0	91	6	1	-47
CC(=O)Oc1ccc(C(=O)Nc2ccccc2C(=O)NCC(C)C)cc1	-0.8	102	-18	-6	19	-6	96	54*	2	.
COc1ccc(OCCCC(=O)Nc2cccc([N+](=O)[O-])c2)cc1	2.5	87	-2	-7	-3	-3	89	1	1	.
COC(=O)c1c(NC(=O)CSc2nnc(Cn3nnc4ccccc43)n2C)sc(C)c1C	-3.1	86	-16	-16	9	-1	85	4	2	.
CCc1nnc(NC(=O)C2CCN(c3nccc(C)n3)CC2)s1	-2.3	101	-37	-26	2	-2	119	5	-1	11
CC(C)c1cc(C(=O)O)n[nH]1	-0.8	92	-30	-9	-15	-2	105	7	4	.
Cc1ccc2nc(-c3cccc(S(=O)(=O)N(C)C)c3)cn2c1	-0.1	93	-20	-7	-6	1	76	11	4	12
CC(=O)c1ccc(S(=O)(=O)N(Cc2cc3cc4c(cc3[nH]c2=O)OCCO4)CC2CCCO2)cc1 (stereo not given)	0.1	98	-76	-3	5	0	108	9	-2	-4
CC(C)c1cc(C(=O)Nc2cccc(Cl)c2)no1	-2.4	80	15	-12	-1	.	75	1	1	28
CSc1c2c(nc3ncnn13)CCC2	0.2	97	-14	0	2	-7	104	4	1	.
O=c1cc(O)nc(SCc2ccccc2Cl)[nH]1	-0.4	96	-25	-8	0	.	93	10	6	-16
CCn1c(SCC(=O)N2CCN(c3cccc(Cl)c3)CC2)nc2ccccc2c1=O	-1.8	76	1	.	-4	.	80	3	24*	-31
COC(=O)C1=C(C)N(C)C(C)=C(C(=O)OC)C1c1ccncc1	-4.6	80	-41	15	3	0	76	6	3	-2
Fc1ccccc1N1CCN(Cc2nc(-c3ccccc3)no2)CC1	-3.0	91	-5	-7	-6	-1	93	1	12	-57
COc1ccc(NC(=S)NC(NC(=O)C(C)C)C(Cl)(Cl)Cl)c([N+](=O)[O-])c1 (stereo not given)	-3.7	69	-50	-11	-9	0	77	11	-1	-13
CCN(CC)CCC(=O)Nc1ccc2c(c1)N(C(=O)CN(CC)CC)c1ccccc1CC2	-3.6	81	-23	-20	8	.	76	7	0	.
Cc1ccc(NC(=S)NNC(=O)c2ccccc2OC(F)F)cc1	-2.3	28	-50	-8	10	2	26	.	1	-18
CCOC(=O)c1ccc(N2CSC3=C(C#N)C(c4cccs4)CC(=O)N3C2)cc1 (stereo not given)	-0.3	98	-31	7	11	0	96	20	2	.
Cc1ccc(S(=O)(=O)N2CCCC(c3nc(-c4ccc(C)o4)no3)C2)cc1 (stereo not given)	0.3	76	0	-2	-4	-2	82	52	12	-1
Cn1ncc(Cl)c1C(=O)N1CCCc2ccccc21	-1.7	98	4	-1	5	.	90	23	6	-60
S=C(N=Nc1ccccc1)NNc1ccccc1	-0.8	92	5	6	14	.	89	8	-2	.
CCC(O)(C#CCN1CCCCC1)CC	0.1	94	-19	3	19	-15	95	9	-1	-4
COc1ccc(C)cc1NC(=O)COC(C)=O	-0.6	95	-48	-10	9	4	94	4	2	-18
CCOC(=O)c1c(-c2ccccc2)csc1NC(=S)N(CC)CC	0.4	75	-44	-1	-11	-15	79	29	1	9
COc1cc(/C=C/C(=O)Nc2ccc(C(C)=O)cc2)cc(OC)c1OC	-2.5	70	-20	-7	8	0	79	2	0	-18
COc1cccc(Nc2nc(=O)[nH]nc2C)c1	-0.7	106	-9	-13	-1	.	108	16	7	-10

Remaining list, next part
Molecule	MRP-1 activ	HCT116 PTEN-null	BB579 growth dn	Yeast lifespan up	GALR2 antag	Phagocyt inh	bCat KO growth	Measles CPE	NPY Y2 blocker	E-sel TNF inh
COc1ccc(N2CCC(CNC(=O)Nc3ccc(OC)cc3OC)C2)cc1 (stereo not given)	1.9	106	-50	-8	-21	.	109	8	2	16
O=C(O)CCC(=O)N1N=C(c2ccco2)CC1c1cccs1 (stereo not given)	-1.2	102	-7	-5	-4	-9	91	8	2	.
N=c1c(-c2nc3ccccc3[nH]2)cc(C(=O)c2cccs2)nn1-c1ccccc1	-0.7	54	-20	.	1	.	47	19	0	14
COc1ccc(N2C(=O)C3ON(C4SC(=S)N(C)C4(C)C)C(c4ccc(Cl)cc4)C3C2=O)cc1 (stereo not given)	-1.2	90	-24	4	-13	-8	87	5	1	.
C/C(=N/NC(=O)c1ccc(Br)o1)c1ccc(C)o1	-3.6	95	-33	-2	2	-1	88	13	1	.
Cc1ccc(OCCCC(=O)Nc2ccc(S(=O)(=O)Nc3cc(C)on3)cc2)cc1	-1.6	103	-16	-4	1	-1	94	9	1	.
COc1cc(/C=N/NC(=O)c2ccc(O)cc2)ccc1Oc1ccc([N+](=O)[O-])cn1	-2.8	72	-16	-4	-8	-11	81	21	1	-1
CC(C)NS(=O)(=O)c1ccc(OCC(=O)NCC2CCCO2)c(Cl)c1 (stereo not given)	-0.3	95	-27	-8	-3	0	95	1	-2	28
OC(CNC1CCCc2ccccc21)COc1ccc2ccccc2c1 (stereo not given)	-3.2	96	-5	-2	3	-2	85	14	12	14
COc1ccc(-c2nnc(SCc3ccccc3F)o2)cc1OC	1.4	108	-25	-13	-4	0	104	12	9	2
COC(=O)c1[nH]c2cccc(OC)c2c1NC(=O)CCN1CCN(c2ccccc2F)CC1	-2.4	84	-41	3	9	5	88	5	-2	.

Rows are unselected. About 6.3% of those tested had a hit in this group.
